b-catenin transl = modulators of beta-catenin nuclear translocation | HeLa beta-catenin nuclear translocation, immunofluorescence imaging | nuclear translocation activity, % at 5 µM | 0.3% of 190,000 active | AID 1665;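 active = nuclear translocation activity above 50% at 5 µM, with a well cell count of 50 or more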;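 also: per-cell ratio of nuclear to cytoplasmic median beta-catenin stain intensity; plate controls were DMSO negative control for no effect and GSK-3 inhibitor IX positive control for full effect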
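Test system: HeLa cells, endogenous beta-catenin; Compound: single 5 µM dose plus 0.02–20 µM confirmation series; Times: compound exposure 24 h at 37°C; Signal: fluorescence imaging of beta-catenin antibody stain plus DAPI; Read-out: % activation, nuclear-to-cytoplasmic median beta-catenin signal ratio per cell.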
T cell modulator = T cell immune modulators affecting CD8 T cell-vesicle binding. 0.068% of 330,000 active. calls only at 7 µM. AID 2052. 2C CD8+ T cell-vesicle binding, flow cytometry; active compounds read low;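 active = response, share of CD8 T cells binding vesicles, and their 90th percentile fluorescence all below set limits, cut at about 80% in these data, passing the limit was not always enough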
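Incubation: binding step 1.5 h, 37 °C, antibody labelling 20 min, ice; system: murine 2C transgenic CD8+ T lymphocytes; technique: cytometric PE anti-B7-1 and Alexa647 anti-CD8 signals after 1% paraformaldehyde fixation; also added: QL9-charged Drosophila Ld/ICAM-1/B7-1 vesicles; control set: naked versus QL9-loaded vesicles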
PhoP inhibition = inhibitors of PhoP regulon expression, primary screen, Salmonella Typhimurium, GFP reporter (AID 1863); one-dose inhibition, % at 50 µM; IC50 in µM for titrated hits; 0.16% of 300,000 active; S. Typhimurium PhoP-regulated promoter GFP reporter, 4 h; higher % means a stronger effect;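 active = inhibition over 29.93%, a cutoff 3 SD above the screen mean, later confirmed by dose response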;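 also: 0% = low Mg2+ inducing control and 100% = high Mg2+ repressing control; strong numbers were not always called active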
MT stabilize HCS = stabilizes microtubules in HeLa cells; % tubulin-high responders, % at 10 µM; 0.83% of 200,000 active; HeLa tubulin immunostaining HCS, 24 h; share of cells brighter than vehicle mean+2SD;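 active = plate Z-score above 3 for both tubulin-high and condensed-nucleus cell shares, with cell loss under 80%, at 10 µM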;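 also: anti alpha tubulin signal scored within the nucleus-defined area of each cell; some results filed as inactive read as strong as hits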
Dynein transport = blocks dynein driven cargo transport along microtubules; 3617.4 mouse cells, GR-EGFP nuclear translocation imaging; test concentration mostly 20 µM; stimulated with dexamethasone, 1 µM; active compounds read low; z-score, hits read low; 0.47% of 220,000 active;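 active = plate z-score of nuclear minus cytoplasmic receptor signal below a set negative limit, without overly bright fluorescence or cell loss, cut at about -3.5 in these data, passing the limit was not always enough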;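 also: z-score of nuclear minus cytoplasmic ring GR-EGFP intensity difference per well; some compounds called inactive have numbers as strong as hits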
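Buffer or medium: tetracycline-free induction medium containing charcoal-stripped FBS / Reagent: dexamethasone agonist, 1.0 µM final, for 30 min / Technique: automated 10x imaging of fixed Hoechst-stained cells / Times: induction 48 h, compound 1 h, agonist 30 min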
Lipid droplet = hepatic lipid droplet formation modulation | AML12 mouse hepatocytes, oleate lipid droplets, BODIPY imaging | inhibition, % at 6.5 µM | 0.4% of 240,000 active;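 active = lipid droplet intensity inhibited by at least 50%, with more than 500 cells counted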
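material = mouse AML12 hepatocyte cell line, fixed after treatment | also added = 100 µM oleic acid challenge | doses = compound at 6.5 µM only | schedule = overnight exposure | technique = Image-based BODIPY and DAPI two-channel analysis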
ER stress rescue = rescue of cells from ER stress-induced death, primary screen, 384-well, CSM14.1, thapsigargin, ATP luminescence (AID 1222). 190,000 tested, under 10 active. cellular ATP content (survival), % at 20 µM, or EC50 in µM where a hit was titrated. CSM14.1 thapsigargin-induced death rescue, ATP luminescence; higher % means a stronger effect;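 active = EC50 below 50 µM in the dose-response confirmation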;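 also: death triggered by thapsigargin at about 15 µM added after 2 h compound pretreatment; cell ATP read after overnight thapsigargin exposure of roughly 18 to 22 hours; normalized against plate controls of thapsigargin alone and 5% DMSO vehicle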
Insulin prom up = MIN6 insulin promoter up-regulation | MIN6 insulin promoter-GFP reporter, high-content imaging; active compounds read high | z-score at 5 µM | 0.3% of 190,000 active;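 active = z-score above 3 at 5 µM with at least 500 cells counted in the well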
Autophagy HCS = alters autophagy in cells; AID 463193; 0.98% of 190,000 active; calls only at 10 µM (by protocol); MEF GFP-LC3 puncta imaging; test concentration mostly 10 µM;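 active = percentage of spot-positive cells more than 3 SD above its plate mean, without a fluorescence outlier flag or 80% toxicity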;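 also: spot-positive cell cutoff set from DMSO-treated cells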
Dynein transport cytoplasmic EGFP = second read-out of Dynein transport, no call of its own (marks repeat the call); z-score; measured here: cytoplasmic GR-EGFP intensity; active compounds read high
Dynein transport nuclear GR-EGFP = second read-out of Dynein transport, no call of its own (marks repeat the call); z-score; measured here: nuclear GR-EGFP intensity;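 lower value marks the stronger effect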
Dynein transport cell count = further read-out of Dynein transport, marked with its call; z-score; measured here: cell count per field
Insulin prom up cell count = recorded beside Insulin prom up, whose call it bears; cell count; measured here: cytotoxicity, nuclei count;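 total cells summed across four imaged fields per well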
Lipid droplet cells 6.5 µM = second read-out of Lipid droplet, no call of its own (marks repeat the call); cell count; measured here: cell count, cytotoxicity flag;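 cells counted across two imaged fields per well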
b-catenin transl cell count 5 µM = also measured in b-catenin transl; calls as there; cell count; measured here: cell count, cytotoxicity flag
T cell modulator vesicle-bound % = further read-out of T cell modulator, marked with its call; double positive events, %; measured here: CD8+ vesicle-bound cell fraction;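 binding gate set so that unloaded-vesicle control wells show 10% double positive cells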
MT stabilize HCS Hoechst-high % = second read-out of MT stabilize HCS, no call of its own (marks repeat the call); % Hoechst-high responders; measured here: nuclear condensation Hoechst responders;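 share of cells brighter than vehicle mean plus two SD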
MT stabilize HCS cytotoxicity % = further read-out of MT stabilize HCS, marked with its call; toxicity, %; measured here: cytotoxicity by cell density;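 0% = mean cell density of plate MIN control wells and 100% = no cells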
Autophagy HCS cell loss 18 h = further read-out of Autophagy HCS, marked with its call; toxicity, %; measured here: cell loss, nuclei count;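 cell loss after 18 h compound exposure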
Active calls of the source: *; i = inactive; . = no result given.

SMILES | b-catenin transl | b-catenin transl cell count 5 µM | T cell modulator | T cell modulator vesicle-bound % | PhoP inhibition | MT stabilize HCS | MT stabilize HCS Hoechst-high % | MT stabilize HCS cytotoxicity % | Dynein transport | Dynein transport cytoplasmic EGFP | Dynein transport nuclear GR-EGFP | Dynein transport cell count | Lipid droplet | Lipid droplet cells 6.5 µM | ER stress rescue | Insulin prom up | Insulin prom up cell count | Autophagy HCS | Autophagy HCS cell loss 18 h
COc1ccc(-c2cc(C(=O)N3CCc4ccccc4C3)no2)cc1OC | 0.5 | 1367 | i | 12 | -1% | 6.6 | 2.0 | 5.8 | 0.61 | -0.15 | 0.73 | -0.82 | . | . | -1.7% | -0.43 | 1410 | i | -2
CC(C)CNC(=O)CN(c1cccc(Cl)c1)S(C)(=O)=O | 0.2 | 1537 | i | 50 | 0% | 1.4 | 1.4 | 5.1 | -0.11 | -0.31 | 0.13 | 1.1 | 0 | 691 | 1.2% | 0.31 | 1315 | i | 20
CCOC(=O)c1cnc(SCc2nc(N)nc(Nc3ccc(OC)cc3)n2)nc1N | . | . | i | 44 | 6% | 2.3 | 1.4 | 9.4 | -0.045 | -0.31 | 0.16 | 0.51 | 1 | 819 | -0.6% | 0.03 | 943 | i | -23
Cc1[nH]c(=O)[nH]c(=O)c1CSCC(=O)OCC(=O)Nc1ccccn1 | -1.0 | 1332 | i | 54 | -1% | . | . | . | -1.1 | -0.24 | -0.17 | -0.051 | 28 | 638 | . | -0.06 | 933 | . | .
COCCN(CCOC)C(=O)COC(=O)c1cc([N+](=O)[O-])ccc1Cl | -6.1 | 1136 | i | 44 | -7% | . | . | . | -0.2 | -0.11 | 0.78 | -2 | 6 | 696 | . | -1 | 648 | . | .
OC1(c2cccs2)CN(c2ccccc2)C2=[N+]1CCCC2 (stereo unspecified) | -1.0 | 1111 | i | 59 | -1% | 6.1 | 2.1 | 6.2 | -0.51 | -0.29 | 0.4 | -0.23 | 5 | 676 | 0.4% | -1.5 | 1165 | i | -7
CCN1C(=O)C(CC(=O)Nc2ccc(OC)cc2)N(Cc2ccco2)C1=S (stereo unspecified) | -1.8 | 921 | i | 62 | 2% | 4.0 | 2.3 | 1.7 | -0.39 | -0.15 | 0.73 | -0.46 | -34 | 677 | 0.6% | 0.65 | 2293 | i | 15
CC(C)CCNC(=O)[C@@H](NC(=O)c1c(F)cccc1F)C(C)C | . | . | i | 48 | -3% | 2.1 | 1.6 | 7.4 | -1.2 | -0.16 | -0.46 | 0.62 | 12 | 797 | -0.7% | 0.25 | 898 | i | -6
Cc1cccc(N2CCN(S(=O)(=O)c3cnc[nH]3)CC2)c1C | . | . | i | 40 | 0% | 6.4 | 2.1 | 0.3 | -0.23 | -0.044 | 0.015 | -0.55 | . | . | 0.7% | -1 | 910 | i | 16
COc1ccc(-c2nnc(-c3ccc(Br)o3)o2)cc1OC | -2.2 | 1159 | i | 52 | -5% | 2.9 | 2.8 | 4.7 | -0.12 | -0.39 | -0.16 | 1.5 | . | . | 0.2% | 0.68 | 1154 | i | 3
CC(C)C(O)(C#CCN1CCCC1)c1ccccc1 (stereo unspecified) | -2.1 | 1366 | i | 52 | 9% | 2.3 | 1.5 | 1.5 | 0.97 | -0.23 | 0.61 | -0.61 | . | . | -1.6% | 0.25 | 1198 | i | -7
CCCc1cc(=O)n2[nH]cnc2n1 | 0.2 | 1057 | i | 31 | -13% | 3.0 | 0.1 | 78 | -0.41 | -0.25 | 0.44 | 1.2 | 19 | 607 | -0.9% | 0.52 | 1513 | i | -2
CC12CCC(C(=O)N(Cc3ccccc3)Cc3ccccc3)(OC1=O)C2(C)C (stereo unspecified) | . | . | i | 23 | 9% | 2.2 | 2.8 | 7.3 | 0.73 | -0.22 | 0.39 | 0.24 | . | . | 6.3% | -0.87 | 919 | i | 0
C/C(=C1/SC(N2CCOCC2)=NC1=O)c1ccc(Br)cc1 | -1.6 | 1146 | i | 41 | -9% | 1.0 | 0.9 | 5.9 | -0.86 | 0.22 | -0.19 | 1 | . | . | 1.1% | 0.02 | 973 | i | 48
CC(=O)c1c(N2CCCCC2)nc(=S)n(-c2ccccc2)c1C | -9.6 | 1032 | i | 29 | 17% | 2.6 | 2.6 | 8.8 | -0.67 | -0.2 | -0.092 | 0.46 | . | . | -1.1% | 0.07 | 1216 | i | 1
CC1CCCN(S(=O)(=O)c2ccc(NC(=O)CN3CCN(C)CC3)cc2)C1 (stereo unspecified) | -3.5 | 828 | i | 13 | -7% | 1.1 | 1.4 | 8.3 | -0.56 | -0.19 | -0.37 | 0.32 | . | . | -2.6% | 2 | 1132 | i | 2
COC(=O)c1ccc(COC(=O)CNS(=O)(=O)c2ccc(C)cc2)cc1 | . | . | i | 58 | -11% | 3.5 | 3.2 | 6.6 | -0.24 | -0.3 | -0.46 | -0.17 | -2 | 780 | -0.9% | -0.18 | 1232 | i | -6
CCc1ccn2cc(-c3cc(-c4ccccc4)no3)nc2c1 | -0.6 | 1346 | i | 26 | -10% | . | . | . | -1.1 | -0.31 | -0.73 | 1.6 | . | . | . | -0.14 | 1433 | . | .
CCCc1nc2n[nH]c(N)c2c2c1CCC2 | -6.5 | 888 | i | 56 | 15% | 6.3 | 1.4 | 13 | 0.065 | -0.23 | 0.54 | 0.34 | . | . | -0.7% | 0.21 | 1248 | i | -1
COc1ccc(-c2nnc(SC(=O)N3c4ccccc4Sc4ccccc43)o2)cc1 | -6.7 | 1031 | i | 16 | -7% | 7.5 | 3.4 | 16 | -3.1 | 0.73 | -1.9 | -0.22 | . | . | 2.6% | 0.28 | 1225 | i | 9
CCOc1ccc(S(=O)(=O)N2CCN(C(=O)c3cc4c(s3)CCCC4)CC2)cc1 | 0.9 | 1158 | i | 40 | -11% | 2.0 | 1.8 | 8.0 | -0.5 | -0.075 | 0.066 | -0.21 | 24 | 648 | 3.1% | 0.02 | 1329 | i | 3
Cc1ccccc1OCC(=O)NNC(=S)NC(=O)c1ccccc1[N+](=O)[O-] | -0.3 | 932 | i | 40 | 4% | 7.3 | 2.9 | 4.4 | -0.67 | -0.22 | -0.59 | -0.099 | -18 | 627 | -1.9% | -0.36 | 1337 | i | 13
CCC(C)NC(=O)CN1C(=O)CC(C)(C)S(=O)(=O)c2ccccc21 (stereo unspecified) | . | . | i | 31 | 4% | 2.3 | 3.4 | 5.5 | 0.3 | -0.16 | 0.41 | 0.31 | . | . | -2.4% | -0.27 | 960 | i | 6
CCOC(=O)C1CCCN(c2c(NCCc3ccc(C)cc3)c(=O)c2=O)C1 (stereo unspecified) | -1.4 | 1365 | i | 20 | -8% | . | . | . | -0.031 | -0.24 | 0.14 | -0.024 | -8 | 727 | . | -0.82 | 1151 | . | .
CCN(CC)S(=O)(=O)c1ccc(=O)[nH]c1 | 2.5 | 890 | i | 32 | -1% | 3.6 | 1.5 | 0.1 | 0.36 | -0.32 | -0.2 | 0.75 | 11 | 666 | 0.4% | -0.01 | 1112 | i | 6
CCOC(=O)c1c(C)n(C)c2ccc(O)c(CN3CCN(C)CC3)c12 | -6.3 | 944 | i | 34 | 6% | 6.3 | 4.4 | 8.2 | -0.54 | -0.13 | -0.061 | 0.55 | . | . | 0.7% | -0.1 | 1289 | i | 4
O=C(/C=C/c1ccc(Cl)cc1)NCCc1ccccc1 | -1.2 | 908 | i | 54 | -2% | 2.0 | 1.9 | 0.4 | 0.091 | -0.25 | 0.056 | 0.36 | 9 | 664 | 0.7% | 0.77 | 1408 | i | -4
N/C(=N\OC(=O)C12CC3CC(CC(C3)C1)C2)c1cccnc1 | -0.1 | 1338 | i | 64 | -3% | 2.0 | 1.3 | 7.3 | -0.39 | -0.18 | 0.32 | -0.26 | . | . | -0.4% | -0.26 | 1512 | i | -16
O=C(c1cc2ccccc2oc1=O)N1CCN(c2ccccn2)CC1 | 1.5 | 907 | i | 30 | 10% | 2.6 | 3.2 | 6.7 | 0.065 | -0.26 | 0.25 | 0.73 | 6 | 779 | -1.9% | 0.03 | 1211 | i | 1
CCCCOC(=O)c1ccc(NC(=O)C(CCS(C)(=O)=O)NC(C)=O)cc1 (stereo unspecified) | -0.1 | 1375 | i | 45 | -3% | 4.5 | 4.9 | 5.6 | 0.19 | -0.32 | 0.11 | -0.0049 | . | . | -1.7% | 0.88 | 1224 | i | -23
Cc1ccc(S(=O)(=O)NC(=NC(C)C(=O)O)c2ccccc2)cc1 (stereo unspecified) | -5.3 | 1015 | i | 47 | 6% | 1.3 | 1.3 | 9.1 | -0.28 | -0.22 | 0.094 | 0.46 | . | . | 0.7% | -0.06 | 1209 | i | 1
O=C(N/N=C/c1ccco1)Nc1ccccc1 | -1.5 | 1130 | i | 54 | 6% | 1.4 | 2.1 | 5.9 | 0.42 | -0.24 | 0.077 | -0.44 | -6 | 655 | -1.2% | -0.37 | 1465 | i | 0

Screening results (PubChem)
